Assay outcomes: PubChem BioAssay, several laboratories
PG9 binder: binders of HIV-1 gp120 antibody PG9, primary screen, biochemical, TR-FRET | HIV-1 gp120 / PG9 antibody interaction | 0.43% of 360,000 active | inhibition, % at 6.7 µM | TR-FRET gp120-PG9 antibody binding; in the data active means inhibition above about 8.5%
NPR1 activator: GC-A stimulated cGMP production enhancers – HEK293 GC-A cells, cGMP TR-FRET, EC30 ANP, primary screen; 0% at EC30 ANP, 100% saturating ANP; 0.14% of 370,000 active; Atrial natriuretic peptide receptor 1 (Homo sapiens), P16066; activation, % at 10 µM; in the data active means activation above about 40%
rCAG RNA binder: binders of r(CAG) RNA repeats, primary screen, biochemical, fluorescence; r(CAG) RNA repeat, TO-PRO-1 dye displacement fluorescence; inhibition, % at 3 µM; 1.3% of 370,000 active;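 active means inhibition above the plate cutoff, the mean of all test compounds on that plate plus 3 SD, cut at about 35% in these data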;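 further: 0% = DMSO alone and 100% = 100 µM mitoxantrone as full dye displacement; higher means more dye released from RNA so lower well fluorescence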
ABHD4 inh: ABHD4 inhibitors, primary screen, biochemical, fluorescence polarization, mouse | 0.54% of 370,000 active | AID 720543, 2013 | (Lyso)-N-acylphosphatidylethanolamine lipase (Mus musculus), Q8VD66 | purified mABHD4, FP-Rh probe fluorescence polarization | inhibition, % at 8.92 µM;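 active means inhibition exceeding the mean over every tested compound plus 3 SD, cut at about 30% in these data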;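 further: 0% = plate median of compound wells and 100% = S159A mutant with DMSO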
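Material: mouse ABHD4 enzyme, wild type; Benchmarks: S159A mutant high control, sample median low control; Buffer or medium: HEPES pH 7.0, NaCl, Pluronic buffer; Signal: fluorescence polarization; Read-out: percent inhibition of probe binding, normalized to plate controls; Timing: pre-incubation 45 min, probe exposure 60 min, at 25 °C; Dosing: 8.92 µM, single dose.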
ARFGAP1 inh: inhibitors of rat ARFGAP1 GAP activity, primary screen, biochemical, fluorescence polarization, GDP tracer. inhibition, % at 16.5 µM. 0.26% of 360,000 active. AID 651572, 2012. Arfgap1-stimulated ARF1 GTP hydrolysis, GDP FP detection. ADP-ribosylation factor GTPase-activating protein 1 (Rattus norvegicus), Q62848;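 active means inhibition above a per-plate limit, mean inhibition of low control wells plus 3 SD, cut at about 25% in these data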;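 further: 0% = DMSO wells with enzyme and 100% = wells lacking Arfgap1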
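Material: rat Arfgap1 catalytic domain, aa 1-136; also added: human ARF1(Δ1-17)-GTP substrate; compound dosing: one concentration, 16.5 µM, DMSO 1.26%; incubation: GTP hydrolysis reaction 2 h at 25 °C; measured by: Tracer-displacement fluorescence polarization with EDTA stop, 620/688 nm; evaluation: % inhibition from polarization; repeats: one replicate per compound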
HTRA1 inh: HTRA1 serine protease inhibitors, primary screen, biochemical, fluorescence polarization, HTS. 0.5% of 340,000 active. Q92743. inhibition, % at 5.96 µM. recombinant HTRA1, FP-rhodamine activity-based probe; in the data active means inhibition above about 36%;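 further: 0% = enzyme with DMSO and 100% = wells lacking enzyme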
NR1D1 modulator: modulators of Rev-erb alpha DNA binding, primary screen, biochemical, FITC-DNA, fluorescence polarization, uHTS; Rev-erbα–FITC-DNA binding, 90 min; activity, % at 10 µM; 0.79% of 370,000 active; AID 1259318, 2017;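 active means activity above about 14%, limit read from the data; passing the limit was not always enough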;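 further: 0% = DMSO wells with 35 nM protein and 100% = DMSO wells with 750 nM protein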
Target sequence (P20393 whole entry, looked up): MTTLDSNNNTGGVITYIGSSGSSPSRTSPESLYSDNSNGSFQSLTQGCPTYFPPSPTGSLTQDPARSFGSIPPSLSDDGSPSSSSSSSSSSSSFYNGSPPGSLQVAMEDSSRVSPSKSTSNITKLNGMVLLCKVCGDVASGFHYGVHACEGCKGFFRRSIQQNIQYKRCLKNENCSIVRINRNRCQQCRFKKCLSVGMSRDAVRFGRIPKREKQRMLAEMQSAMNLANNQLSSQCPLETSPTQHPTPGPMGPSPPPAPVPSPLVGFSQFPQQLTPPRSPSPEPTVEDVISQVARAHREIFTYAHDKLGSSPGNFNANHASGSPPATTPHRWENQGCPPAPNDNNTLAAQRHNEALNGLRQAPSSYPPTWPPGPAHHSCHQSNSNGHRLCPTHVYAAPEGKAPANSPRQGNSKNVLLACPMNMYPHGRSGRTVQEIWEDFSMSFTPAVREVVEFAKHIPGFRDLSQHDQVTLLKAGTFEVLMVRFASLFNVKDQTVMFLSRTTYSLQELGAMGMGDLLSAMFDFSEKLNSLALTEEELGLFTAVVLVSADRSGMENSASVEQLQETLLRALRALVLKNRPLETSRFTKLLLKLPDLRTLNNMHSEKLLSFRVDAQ
SMARCA2 act: SMARCA2 (BRM) function activators, primary screen, cell-based, luminescence, high throughput. MG213 cells, MMTV-luciferase reporter, dexamethasone, overnight. activation, % at 9.1 µM. 1% of 370,000 active. AID 652017, 2013; in the data active means activation above about 7.8%;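 further: 0% = vehicle wells and 100% = reference activator wells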
ASAP1 inh: inhibitors of human ASAP1 ArfGAP activity, primary screen, biochemical, fluorescence polarization. AID 624377, 2012. 0.19% of 360,000 active. inhibition, % at 16.5 µM. ASAP1-stimulated ARF1 GTP hydrolysis, GDP FP detection; in the data active means inhibition above about 25%;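 further: 0% = vehicle with enzyme and substrate and 100% = no enzyme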
Target sequence (Q9ULH1 325-724 limits assumed): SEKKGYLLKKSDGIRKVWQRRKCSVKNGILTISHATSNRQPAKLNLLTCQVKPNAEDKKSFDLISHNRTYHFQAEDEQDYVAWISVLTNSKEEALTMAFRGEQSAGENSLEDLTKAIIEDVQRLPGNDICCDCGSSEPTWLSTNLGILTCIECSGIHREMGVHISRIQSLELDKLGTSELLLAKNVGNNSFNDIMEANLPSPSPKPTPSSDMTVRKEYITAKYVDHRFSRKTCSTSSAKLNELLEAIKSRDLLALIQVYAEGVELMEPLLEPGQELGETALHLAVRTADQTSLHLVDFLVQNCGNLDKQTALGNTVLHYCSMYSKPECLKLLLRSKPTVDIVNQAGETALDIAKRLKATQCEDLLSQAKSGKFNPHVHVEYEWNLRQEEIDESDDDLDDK
NPR2 activator: human GC-B receptor activators, primary screen, HEK293 GC-B cells, cGMP TR-FRET, EC30 CNP | 0% at EC30 CNP, 100% saturating CNP | 0.11% of 370,000 active | AID 1920062, 2024 | Atrial natriuretic peptide receptor 2 (Homo sapiens), P20594 | activation, % at 10 µM;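 active means activation at 10 µM reaching about 35% in either raw or pattern-adjusted values, limit read from the data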
Active calls of the source: *; . = not tested or not shown; & = joins results of further samples; ! = repeats disagree. Hits appear at their usual frequency; overall some 4.4% were active at least once.

SMILES	PG9 binder	NPR1 activator	rCAG RNA binder	ABHD4 inh	ARFGAP1 inh	HTRA1 inh	NR1D1 modulator	SMARCA2 act	ASAP1 inh	NPR2 activator
COc1ccccc1C(=O)NC(CCSC)C(=O)Nc1ccc(C)c(S(=O)(=O)N2CCOCC2)c1 (centres undefined)	-0.9	-7.3	2.1	20.3	-1.9	-10.2	-2.4	-2.5	-14.4	-3.1
Cc1ccc2c(c1)N(CC(=O)OCC(=O)NCc1ccccc1)C(=O)CO2	2.6	2.2	1.7	-3.9	3.0	1.4	-1.8	1.7	2.6	1.5
Cc1ccc(N(CN2CCCC2=O)C(=O)c2ccccc2)cc1	-0.7	-1.9	-5.2	0.4	1.0	-0.5	8.7	-2.6	2.9	-5.0
CCN(CC)S(=O)(=O)c1cc(NS(=O)(=O)c2ccccc2)ccc1C	-2.2	-3.1	9.2	-4.4	2.8	-5.6	5.6	-1.2	11.7	-3.3
O=C(NNC(=S)NC(=O)c1ccc(Br)cc1)c1ccc([N+](=O)[O-])cc1	-0.4	-5.0	12.2	-4.3	-9.3	3.2	-5.0	2.8	-12.0	-58.7
CC(=O)N1N=C(N)SC1(C)C	-0.5	1.6	-0.1	1.3	-6.1	-3.5	-1.0	-1.4	-0.9	5.8
CCCC(CCC)C(=O)O	-1.4&-2.0	-2.7&1.5	1.7&-0.6	4.3&1.5	-4.5&-3.4	2.9&4.9	1.2&-3.6&-4.6	8.1*!	13.2&9.5	0.9&3.3
CC(=O)N1CCc2cc(Br)cc(S(=O)(=O)NCC3CCCO3)c21 (centres undefined)	-1.9	2.7	-2.0	7.3	-3.5	3.6	-2.3	-1.0	-1.1	6.6
O=C(Nc1ccc(-c2noc(CCc3ccccc3)n2)cc1)c1ccco1	-2.5	-4.8	7.7	-70.0	9.8	-94.0	-1.4	4.5	0.6	-0.8
Brc1ccc(CSc2ccc(-c3ccco3)nn2)cc1	-0.9	-1.8	3.3	2.8	1.2	0.8	5.5	5.1	1.9	-7.5
O=C1C2C3C=CC(C4CC34)C2C(=O)N1/N=C/c1ccc([N+](=O)[O-])o1 (centres undefined)	-0.8	2.4	1.2	3.3	-4.7	5.9	1.7	9.3*	-4.9	1.8
C[C@H]1COC(=O)[C@H](Cc2ccc(F)cc2)C/C=C\C[C@@H](CC(=O)N(CCO)Cc2ccccc2)C(=O)N1	1.1	2.2	-2.9	0.6	-5.7	9.2	2.7	-1.9	-3.6	0.2
Cc1nnc(-c2cnn(-c3ccccc3)c2N)n1Cc1ccccc1	1.0	-0.5	-1.8	7.0	8.5	-1.1	5.5	-5.8	7.6	-0.7
CC(=O)Nc1ccc(S(=O)(=O)Nc2cc(C)cn(Cc3ccc(C)cc3)c2=O)cc1	0.0	5.4	3.9	0.3	-0.8	-0.8	1.2	1.0	7.6	4.3
CCCN(CCC)C(=O)Cn1c2ccccc2c2nc(=O)cc(C)n21	-3.0	2.9	1.5	6.7	-11.9	4.9	-1.2	-2.1	-1.5	1.9
C[C@H](CO)N1C[C@H](C)[C@@H](CN(C)Cc2ccc3c(c2)OCCO3)OCc2cnnn2CCCC1=O	-2.1	0.2	-0.3	3.0	-9.2	4.3	-0.2	-1.4	2.1	2.9
COc1ccc(/C=C(/NC(=O)c2ccccc2)C(=O)NC2CCS(=O)(=O)C2)cc1 (centres undefined)	-0.3	-0.5	0.9	1.9	3.8	2.5	4.0	-0.3	7.3	-2.2
COc1cc2c(cc1OC)-c1n[nH]c(=S)n1C(C)(C)C2	0.1	8.9	-0.6	-1.9	9.5	-0.6	-2.5	-3.6	4.8	11.1
Nc1nnc(C2CCCC2)s1	-1.5	0.9	3.1	-6.2	-21.1	6.4	2.9	-2.9	10.4	4.5
Cc1ccc2cccnc2c1N	-0.8	-7.5	-0.1	-5.5	13.2	-2.0	7.8	-4.2	-11.3	-0.2
O=C(NCC(c1cccs1)N1CCOCC1)c1cccc(S(=O)(=O)Nc2ccc(F)cc2)c1 (centres undefined)	0.0	-4.2	7.7	5.1	-5.8	0.1	1.9	-2.8	6.4	0.4
CC(C)CC(CO)NS(=O)(=O)c1cccc(Cl)c1F (centres undefined)	0.0	3.4	3.0	-3.9	3.5	5.7	1.6	-3.1	4.7	0.3
Cc1cc(Cl)ccc1OCCCC(=O)Nc1cccnc1	-3.2	2.2	-0.2	2.9	5.0	-4.9	-0.2	-1.1	5.8	-7.2
CC(=O)Oc1ccc(/C=N/NS(=O)(=O)c2ccc(C)cc2)c(OC(C)=O)c1	-0.1	2.6	7.0	1.2	1.7	15.5	8.3	-3.3	5.0	-4.7
CCOc1cccc(/C=N/NC(=O)c2cc(-c3cccn3C)n[nH]2)c1O	-0.8	-0.4	12.3	14.2	-17.6	23.2	3.7	-4.3	2.2	0.2

An excerpt of these results, bar-delimited:
Molecule | PG9 binder | NPR1 activator | rCAG RNA binder | ABHD4 inh | ARFGAP1 inh | HTRA1 inh | NR1D1 modulator | SMARCA2 act | ASAP1 inh | NPR2 activator
Nc1nnc(C2CCCC2)s1 | -1.5 | 0.9 | 3.1 | -6.2 | -21.1 | 6.4 | 2.9 | -2.9 | 10.4 | 4.5
Cc1ccc2cccnc2c1N | -0.8 | -7.5 | -0.1 | -5.5 | 13.2 | -2.0 | 7.8 | -4.2 | -11.3 | -0.2

Next part
SMILES	PG9 binder	NPR1 activator	rCAG RNA binder	ABHD4 inh	ARFGAP1 inh	HTRA1 inh	NR1D1 modulator	SMARCA2 act	ASAP1 inh	NPR2 activator
O=C(NC1CCCCC1)c1cc(-c2ccc(O)cc2)on1	0.9	-0.6	0.6	1.6	-3.0	-0.9	3.4	5.0	13.2	-1.9
COc1ccc(C(=O)OCC(=O)c2ccc(C)c(S(=O)(=O)N3CCOCC3)c2)cc1OC	-1.4	3.0	-4.5	6.5	-2.8	1.5	4.8	-4.0	0.3	-5.7
Cc1ccnc(SCC(=O)N2CCc3ccccc3C2)n1	2.8	1.0	-3.9	6.4	9.8	0.3	-4.2	-3.0	3.3	3.4
N[C@@H](Cc1ccc(O)c(O)c1)C(=O)O	-1.8	-5.9	32.0	29.2	8.5	17.9	-38.6&-32.7	-2.9	-6.6	5.0
Oc1oc(-c2ccccc2)nc1C=NCc1ccccc1	0.6	-1.7	-1.5	0.5	-6.4	-15.8	6.5	4.0	-7.1	-1.9
CCc1nc(N2CCC3(CC2)OCCO3)c2nnn(Cc3ccccc3)c2n1	0.5	7.9	-5.6	-6.8	9.5	-10.7	2.3	-4.3	11.8	7.2
CCOC(=O)c1ccc(NC(=O)C2CC(=O)N(c3ccc4c(c3)OCCO4)C2)cc1 (centres undefined)	-1.6	1.4	4.2	-8.2	3.9	-5.3	7.6	-2.3	5.5	-2.3
COc1ccc(CN(C)S(=O)(=O)c2nnc(NC(=O)c3ccccc3)s2)cc1OC	-0.7	2.7	10.4	3.6	1.9	-12.4	4.7	1.6	-1.2	-4.8
CCCNC(=O)N1CCN(S(=O)(=O)c2ccc(C)c(C)c2)CC1	-0.5	-3.8	-2.9	-1.9	-3.2	-2.9	-4.0	0.8	-8.2	4.0
COC(=O)[C@@]12C[C@@H](CC(=O)N3CCCCC3)C(=O)N(Cc3ccccc3)C1=CCC(C)(C)C2	-1.7	-5.8	0.5	-3.8	-0.5	.	-8.5	-1.0	0.7	0.3
O=C(CNCC1CCCO1)N1CCCCCC1 (centres undefined)	0.4	2.0	0.2	9.3	-2.6	-9.0	-0.1	-1.2	-4.2	-3.2
Cc1nn(-c2ccccc2)c2nc(N)c(C(N)=O)cc12	-1.2	18.2	-0.7	2.5	0.9	-5.3	1.7	-0.4	-7.6	27.2
CCOC(=O)C(C(C)=O)C(c1ccc(OCCC(C)C)cc1)C(C(C)=O)C(=O)OCC (centres undefined)	-0.8	1.5	-6.7	1.7	15.1	-8.9	1.0	2.4	-6.5	1.1
O=C(Cc1cccs1)Nc1ccc([N+](=O)[O-])cc1	-0.7	-0.8	4.4	1.0	-9.0	-7.3	6.7	1.3	-9.2	7.0
COCCN(C(=O)Cc1cccs1)c1nnc(-c2ccncc2)s1	2.0	0.1	-2.4	-1.9	-11.1	-12.2	4.3	-3.0	-24.6	-4.0
CCCCCCC1CC(=O)NC(=S)N1 (centres undefined)	-1.6	-1.7	-1.2	-6.0	-0.6	3.0	0.5	2.5	5.8	-1.6
COc1ccccc1CNS(=O)(=O)c1ccc2c(c1)CC(C)N2C(=O)C1CCC1 (centres undefined)	1.0	2.6	-4.5	-6.9	15.7	-10.9	-3.4	-4.4	4.0	-0.7
Nc1nc2c(F)c(F)c(F)cc2s1	0.2	9.4	5.1	3.1	-2.5	-3.1	-0.7	2.1	-8.7	10.6
COc1cc2c(c3ccccc13)CCCC2=O	0.1	-0.4	1.0	-7.2	-2.7	0.1	0.9	-4.7	-6.9	-0.8
COC(=O)CCn1nc(-c2ccc(Cl)cc2)c2ccccc2c1=O	-1.5	1.9	-4.1	1.1	-5.0	-0.2	-3.3	-5.0	-6.9	1.3
COc1ccc(-c2nc(SC)n(S(=O)(=O)c3ccccc3)n2)cc1	2.5	-3.1	-3.2	-13.3	5.2	4.4	3.0	2.0	4.6	-2.9
COc1ccc(CN(CCC(c2ccco2)C(C)C)C(C)=O)cc1OC (centres undefined)	-0.7	0.9	-6.0	-0.1	9.1	7.1	-0.5	-2.1	-11.9	-6.2
C#CCOC(=O)Nc1cc(C)n(-c2ccccc2)n1	-1.6	3.9	0.1	0.3	-2.0	-0.5	-0.7	2.2	-2.0	0.4
CCN(CC)c1ccc2cc(C(N)=O)c(=N)oc2c1	-4.6	-45.6	-6.0	8.9	5.0	.	55.0*	2.9	-1.0	-30.1
NC(=O)c1cnn(-c2cc(Oc3ccccc3)ncn2)c1N	2.0	-2.8	-1.0	1.4	13.6	-10.4	-3.6	6.2	-2.6	-0.8
CC1(C)CC(=O)C(=CN2CCOCC2)C(=O)C1	-2.1	-0.8	-0.9	-0.8	3.1	1.8	8.6	-0.6	2.0	3.3
CC[C@H](C)C(=O)O[C@H]1CCC=C2C=C[C@H](C)[C@H](CC[C@@H]3C[C@@H](O)CC(=O)O3)[C@H]21	-0.6	-17.7	0.7	-4.7	-2.0	-0.9	-0.3	11.2*	8.8	-11.3
O=C(CN1CCSC1=NCc1ccccc1)c1ccccc1	-3.2	-7.3	-2.8	-2.1	7.0	0.9	-6.4	5.3	-1.1	-6.2
O=C(Cc1ccccc1)N1CCN(C(=O)c2ccco2)CC1	1.0	7.4	1.9	-0.6	-8.0	-0.6	-6.2	0.3	13.3	2.4
